# RBBP9 inh: inhibitors of human serine hydrolase RBBP9 | O75884 | recombinant RBBP9, FP-Rh probe fluorescence polarization | inhibition, % at 7.94 µM | hit rate 0.2% among 220,000;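 active = inhibition above the campaign mean of all tested compounds plus 3 SD, cut at about 14% in these data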;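 also: plate controls were DMSO wells with RBBP9 for no effect and wells lacking RBBP9 protein for full effect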
# Target sequence (O75884 whole entry, looked up): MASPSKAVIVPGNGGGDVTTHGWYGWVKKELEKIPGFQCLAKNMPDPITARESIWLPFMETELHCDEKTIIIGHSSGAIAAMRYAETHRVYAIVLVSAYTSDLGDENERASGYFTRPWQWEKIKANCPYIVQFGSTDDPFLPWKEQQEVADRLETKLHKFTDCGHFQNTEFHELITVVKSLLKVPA
#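 system = RBBP9 protein | input = RBBP9 at 2.5 µM in dispensed solution, before mixing | measured by = fluorescence polarization (mP), excitation 525 nm, emission 598 nm | incubation = enzyme-compound preincubation 30 min, then probe labeling 45 min, 25 °C | buffer or medium = Tris-NaCl-Pluronic buffer, pH 8.0 | compound = single dose 7.94 µM | also added = FP-Rh probe, 375 nM dispensing solution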
# Furin inhibitor: inhibitors of human furin; P09958; purified furin, fluorogenic substrate cleavage; inhibition, % at 30 µM; hit rate 0.061% among 220,000; in the data active = inhibition above about 25%; also: inactives centre near -15
# PPC-1+TRAIL kill: kills PPC-1 cancer cells in the presence of TRAIL. cell killing (% activity), % at 4 µM. AID 1443. PPC-1 cells + TRAIL, ATPLite viability luminescence. hit rate 0.41% among 220,000;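 active = cell killing above 50% in the first pass at 4 µM, then a duplicate retest at 5 µM averaging 50% or more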;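 also: plate controls were cells with TRAIL plus DMSO for no effect and medium-only wells lacking cells for full effect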
# PGE2 EP2 inh: blocks the human prostaglandin E2 receptor EP2; P43116; C6 glioma cells expressing human EP2, cAMP TR-FRET; cells stimulated with saturating PGE2; inhibition, % at 25 µM; hit rate 0.52% among 260,000; AID 1422;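 active = percent inhibition above 40 after rounding to a whole number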;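 also: rat C6 glioma host cells with rolipram phosphodiesterase inhibitor present; the protocol text gives 20 µM as final concentration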
# Target sequence (P43116 whole entry, looked up): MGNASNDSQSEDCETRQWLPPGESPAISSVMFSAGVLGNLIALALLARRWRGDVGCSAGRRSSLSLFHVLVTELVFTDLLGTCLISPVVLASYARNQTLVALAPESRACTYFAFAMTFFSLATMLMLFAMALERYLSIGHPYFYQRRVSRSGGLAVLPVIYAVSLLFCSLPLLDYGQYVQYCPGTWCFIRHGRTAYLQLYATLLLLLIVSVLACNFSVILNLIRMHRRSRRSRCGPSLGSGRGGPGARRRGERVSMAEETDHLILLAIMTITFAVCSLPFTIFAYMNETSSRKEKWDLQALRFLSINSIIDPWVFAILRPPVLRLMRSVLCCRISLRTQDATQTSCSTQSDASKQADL
# p47phox inh: inhibitors of human p47phox binding; p47phox/p22phox peptide binding, fluorescence polarization, 2 h; inhibition, % at 24.7 µM; hit rate 0.53% among 220,000;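 active = inhibition above about 30%, limit read from the data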;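 also: 0% = p47phox with labelled peptide and 100% = labelled peptide alone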
# Target sequence (P14598 whole entry, looked up): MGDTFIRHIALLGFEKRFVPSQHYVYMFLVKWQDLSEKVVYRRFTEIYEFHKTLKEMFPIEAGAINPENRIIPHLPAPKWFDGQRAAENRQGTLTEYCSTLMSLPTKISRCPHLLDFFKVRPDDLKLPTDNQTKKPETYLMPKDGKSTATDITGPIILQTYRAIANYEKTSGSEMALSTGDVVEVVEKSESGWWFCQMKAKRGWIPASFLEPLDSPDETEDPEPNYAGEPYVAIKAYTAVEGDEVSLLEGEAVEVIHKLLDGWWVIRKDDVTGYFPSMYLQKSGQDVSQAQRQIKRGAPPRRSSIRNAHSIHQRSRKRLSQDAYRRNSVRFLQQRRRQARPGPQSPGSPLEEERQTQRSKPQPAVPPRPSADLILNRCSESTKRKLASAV
# BaF3 parental: parental Ba/F3 viability inhibition as JAK2V617F counter-screen; CellTiter-Glo ATP luminescence; inhibition, % at 5.6 µM; hit rate 1.1% among 220,000;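 active = inhibition above a per-campaign cutoff, the mean inhibition of all tested compounds plus 3 SD, cut at about 27% in these data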;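 also: 0% = DMSO wells and 100% = JAK Inhibitor I control wells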
# TbHK1 inh: blocks Trypanosoma brucei hexokinase 1 activity. recombinant TbHK1, G6PDH-coupled NADH A340. inhibition, % at 10 µM. hit rate 0.11% among 220,000. AID 1430;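 active = inhibition of 50% or more in the single-dose primary screen; inactive = inhibition below 50%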
# Ba/F3 V617F tox: loss of viability in JAK2V617F-driven Ba/F3 cells. AID 1446. hit rate 1.1% among 220,000. inhibition, % at 5.6 µM. Ba/F3 EpoR-JAK2V617F viability, ATP luminescence;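 active = inhibition above the campaign mean plus 3 SD over all tested compounds, cut at about 24% in these data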;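 also: cytokine-independent growth of Ba/F3 cells driven by EpoR plus mutant JAK2; 0% = DMSO-treated cells and 100% = JAK inhibitor I control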
# p97 inhibitor: human p97 ATPase inhibition; P55072; recombinant p97 ATPase, Kinase-Glo ATP luminescence, 3 h; inhibition, % at 8 µM; hit rate 0.42% among 220,000; AID 1481; in the data active = inhibition above about 15%;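 also: 0% = DMSO vehicle and 100% = wells lacking enzyme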
# Starred values were filed as active, the others as inactive; . = no result given; & = joins results of further samples; [ ] = another dose, or the depositor's remark. An excerpt; the hit share may differ from the screen's.
SMILES,RBBP9 inh,Furin inhibitor,PPC-1+TRAIL kill,PGE2 EP2 inh,p47phox inh,BaF3 parental,TbHK1 inh,Ba/F3 V617F tox,p97 inhibitor
CC(=O)c1cccc(NS(=O)(=O)c2ccc(N/C=C/C(=O)c3ccc(F)cc3)cc2)c1,-8,-14,18,8,-18,5,-3,0,5
COc1cccc(C(=O)Nc2sc3c(c2C#N)CCN(C(C)=O)C3)c1,-9,-8,6,7,-39,81*,-16,76*,-6
CC(C)(C)CNc1cc(N2CCOCC2)ccc1[N+](=O)[O-],-3,1,-14,7,-2,5,-6,0,-3
CCOC(=O)N1CCN(C(=O)CCNS(=O)(=O)c2ccc3c(c2)c(=O)n(C)c(=O)n3C)CC1,-4,-27,23,6,-5,5,-1,-2,3
Cc1ccc(/C=N/NC(=O)c2ccc(Cn3cc([N+](=O)[O-])cn3)o2)cc1,-4,-12,4,10,-2,4,-15,-1,-3
CCOC(=O)C(NC(=O)CC)(Nc1ccc(S(=O)(=O)Nc2ncccn2)cc1)C(F)(F)F (stereo unspecified),12,-20,-36,5,-10,6,-1,-3,5
COc1ccc(NC(=S)NCCc2c[nH]c3ccccc23)cc1,0,-24,25,9,-6,1,2,-4,5
COc1ccc(-c2nnc(SCC(=O)N3CCCC3)o2)cc1OC,1,-20[20 µM],.,0&7,.,2,0,0,3
NC(=O)c1cc2ccccc2o/c1=N\NC(=O)c1ccco1,8,-16,15,24,-15,2,-6,-3,7
COc1ccc(/C=N/NC(=O)CSc2n[nH]c(=O)[nH]c2=O)cc1,-9,-18,20,9,-20,8,-1,-2,4
COc1cccc(N2CCN(Cc3nc(N)nc(Nc4ccccc4OC)n3)CC2)c1,-6,-15[20 µM],4,2,-5,5,0,5,-9
c1ccc2c(c1)oc1c(NCCCN3CCOCC3)ncnc12,-6,-10,0,16,-1,4,-1,3,-3
O=C1CC(N2CCN(Cc3ccc4c(c3)OCO4)CC2)C(=O)N1c1ccccc1 (stereo unspecified),5,-3[20 µM],23,8,-10,3,6,-3,8
Cc1ccccc1S(=O)(=O)Cc1ccc(C(=O)NCc2ccc(F)cc2)o1,-7,-13,0,2,12,2,-11,0,-3
COc1cccc(-c2nc(-c3ccc4c(c3)-c3ccccc3S4(=O)=O)c(-c3ccccc3)[nH]2)c1OC,-10,-18[20 µM],22,23,-16,6,-17,0,1
COc1ccc(CCNC(=O)COC(=O)Cc2cccc3ccccc23)cc1,-7,7,14,12,3,1,-2,-3,3
COc1ccc(/C=C/C(=O)Nc2nnc(C(C)C)s2)cc1OC,1,-23,13,9,-8,-1,-34,-2,-2
CCOC(=O)C1CCN(Cc2c(O)c3ccccc3oc2=O)CC1,-3,-23,12,6,-18,1,-1,0,2
CC(C(=O)OCc1nnc(-c2ccccc2)o1)N1C(=O)c2ccccc2C1=O (stereo unspecified),-8,-7,5,2,-6,1,-1,-7,3
CCn1c(=NC(=O)CSC(C)=O)sc2ccccc21,-2,-24[20 µM],2,13,-14,1,-11,-3,2
Cc1ccc(S(=O)(=O)N2CCC(C(=O)NCc3ccncc3)CC2)cc1,-6,-7[20 µM],-13,5,-20,0,-1,-5,0
COCCn1c(SCC(=O)Nc2nnc(C)s2)nnc1-c1c[nH]c2ccccc12,-11,-25[20 µM],6,9,-5,1,1,-1,5
O=S(=O)(Nc1ccccc1N1CCOCC1)c1ccc(Cl)s1,-7,-13,2,6,-17,8,-3,-2,1
COc1ccc(-n2cc(CNCCc3nc(C)cc(C)n3)c(-c3ccccc3Cl)n2)cc1,-5,-23,.,1,-8,9,4,0,2
CC(=O)NC(=S)Nc1ccccc1N1CCCCC1,-1,-7,10,2,2,4,4,3,-4

# Single records, from the list above. Screens in order: RBBP9 inh | Furin inhibitor | PPC-1+TRAIL kill | PGE2 EP2 inh | p47phox inh | BaF3 parental | TbHK1 inh | Ba/F3 V617F tox | p97 inhibitor
# CC(C(=O)OCc1nnc(-c2ccccc2)o1)N1C(=O)c2ccccc2C1=O (stereo unspecified) as listed: -8 | -7 | 5 | 2 | -6 | 1 | -1 | -7 | 3
# CCOC(=O)C1CCN(Cc2c(O)c3ccccc3oc2=O)CC1 as listed: -3 | -23 | 12 | 6 | -18 | 1 | -1 | 0 | 2

# Following part:
SMILES,RBBP9 inh,Furin inhibitor,PPC-1+TRAIL kill,PGE2 EP2 inh,p47phox inh,BaF3 parental,TbHK1 inh,Ba/F3 V617F tox,p97 inhibitor
CC(=NCc1cccnc1)C1=C(O)c2ccccc2C1=O,7,3,2,17,-4,8,-36,7,-5
CCOC(=O)c1cccc(NC(=O)C2CCC(CNc3c(N4CCOCC4)c(=O)c3=O)CC2)c1 (stereo unspecified),-6,-29,33,10,-3,6,-3,-5,3
COc1ccc(-n2nc(C(=O)NCC(=O)N3CCN(c4ccccn4)CC3)c3ccccc3c2=O)cc1OC,-8,-25,29,6,5,8,-11,1,0
FC(F)(F)c1cnc(COc2ccc(Cl)cc2Cl)c(Cl)c1,2,-21,-11,3,-6,-1,-5,-4,4
Cn1cc(/C=N\NC(=O)c2cccs2)c2ccccc21,-10,-4,24,8,-9,0,-30,0,2
COc1ccc(OCC(=O)NCCCN2CCOCC2)cc1,-7,-11[20 µM],17,7,6,8,4,2,-5
CC(=O)NCCN=Cc1sc2ccccc2c1O,-11,-13,11,9,-31,3,-8,-2,0
CC(=O)N1CCN=C1SCc1c(F)cccc1Cl,-2,-22,-10,11,-4,-2,-4,-3,-1
C=C(C(=O)c1ccccc1)C(C)C(=C)C(=O)c1ccccc1,-2,-8,12,8,-7,-4,7,10,-2
CCOC(=O)N1CCC(NC(=O)c2cccs2)CC1,-11,-19,-1,6,-8,0,6,0,6
O=C(CCCn1c(=O)[nH]c2cc(Cl)ccc2c1=O)NCCC1=CCCCC1,-4,-13[20 µM],7,12,-6,8,0,1,3
COC(=O)c1ccc(Cn2cc(C(F)(F)F)ccc2=O)cc1,-9,-18,15,9,-2,5,-4,3,0
Cc1cc(C)c(NC(=O)C2CCC(=O)N2)c(C)c1 (stereo unspecified),-4,-19,9,7&3,3,4,1,0,5
O=C(Nc1ccccc1C(F)(F)F)Nc1cccc2ccccc12,-11,-16[20 µM],10,10,-2,4,-2,-2,0
CCC(C)(C(=O)NC1CCCC1)N(C(=O)CC1NC(=O)NC1=O)c1c(C)n(C)n(-c2ccccc2)c1=O (stereo unspecified),-7,-23,11,1,-5,1,-3,-2,1
CC1(C)CC(C)(c2ccc(O)cc2O)N(c2ccc3ccccc3c2)C(=S)N1 (stereo unspecified),-3,-18[20 µM],27,6,-5,1,11,-3,8
O=C(C1CCN(S(=O)(=O)c2ccc(-n3cnnn3)cc2)CC1)N1CCN(c2ccccc2)CC1,4,-19[20 µM],20,8,-9,0,-6,-3,9
CCNc1nc(NCC)nc(N/N=C/c2ccc([N+](=O)[O-])o2)n1,7,-7[20 µM],34,3,2,6,-14,-1,4
COC(=O)Cc1ccc(NC(=O)c2ccccc2Br)cc1,-12,5,16,3,4,3,11,6,-3
CCOC(=O)Cc1cc(=O)n2[nH]c(C)c(-c3ccc(Cl)cc3)c2n1,2,-16,-29,7,-16,1,-2,-1,-1
NNC(=O)Cn1nnc(-c2ccc(C(F)(F)F)cc2)n1,-9,-24,-1,9,-10,2,-4,-5,4
S=c1sc2c(N3CCN(Cc4ccccc4)CC3)ncnc2n1-c1ccccc1,-3,-2[20 µM],0,13,1,4,-7,4,-4
O=c1oc(Nc2ccc(F)cc2)nc2ccccc12,-7,-17[20 µM],2,9,-3,3,1,3,-9
O=C(NC1CCCC1)C(c1cc2c(cc1[N+](=O)[O-])OCO2)N1CCCC1 (stereo unspecified),2,-22,7,1,1,6,-4,5,-3
CCOc1cc(NC(=O)C2CCCO2)c(OCC)cc1NC(C)=O (stereo unspecified),-2,-17[20 µM],4,1&8,103*,6,-1,1,-3
SMILES,RBBP9 inh,Furin inhibitor,PPC-1+TRAIL kill,PGE2 EP2 inh,p47phox inh,BaF3 parental,TbHK1 inh,Ba/F3 V617F tox,p97 inhibitor
O=C1C=CC(=O)N1c1cccc(-c2ccccc2)c1,-21,-2,7,114*,5,3,8,5,-5
O=[N+]([O-])c1ccccc1NCc1c(O)ccc2ccccc12,0,-16,11,1,-5,-8,6,5,1
CCCN1CCN(C(c2cc3cc(OCC)ccc3[nH]c2=O)c2nnnn2C2CCCCC2)CC1 (stereo unspecified),-2,-27,13,9,0,0,-13,2,10
O=C(NCc1ccccc1)c1ccc(S(=O)(=O)N2CCCc3ccccc32)cc1,-9,-16[20 µM],8,7,-2,1,1,-3,2
COc1ccc(CC(=O)NCc2n[nH]c(=S)n2-c2cccc(C)c2)cc1,-8,-27,-11,10,-10,-6,-5,-7,7
Cc1cc(=O)[nH]c(-c2ccccc2OC(F)(F)F)n1,6,-7,-15,11,-10,1,1,-5,5
CCOc1ccccc1C1CC(c2cccc(NS(C)(=O)=O)c2)=NN1C(=O)c1ccccc1 (stereo unspecified),-4,-12,-2,14,-5,4,-9,2,0
COc1ccc(Nc2nc(N)nc(CSc3nnc(C)s3)n2)cc1,5,9[20 µM],23,17,-6,0,-6,-4,5
O=C(Nc1ncnc2sc3c(c12)CCCCC3)c1ccccc1,-6,-4[20 µM],10,6,-10,0,-8,1,-7
O=C(CNc1cccc(C(F)(F)F)c1)N/N=C/c1cccc(Br)c1,-2,-21,12,8,-1,8,-8,1,-3
Cc1cc(C)n(-c2nc3ccccc3nc2N2CCOCC2)n1,-2,-1,14,6,8,-1,-7,-4,3
O=C(CSCc1cc(=O)[nH][nH]1)Nc1ccc(F)cc1,1,-23,6,6,-7,3,3,-2,11
COc1ccc(N(CC(=O)NCc2ccccc2)C(=O)CCC(=O)Nc2cc(C)ccn2)c(OC)c1,2,-16,3,2,-2,-6,-8,4,-6
COc1ccc(-n2c(Cn3c(=O)sc4ccccc43)nnc2SCC(=O)N2CCCCC2)cc1,1,-33,5,5,-4,11,-9,0,-4
COc1ccc(C(C)(C)C)cc1NC(=O)C1C2C=CC(C2)C1C(=O)O (stereo unspecified),-2,-29,9,6,-6,4,-2,1,-1
CC1=C(C(=O)Nc2cccnc2)C(c2ccc(C(C)C)cc2)n2ncnc2N1 (stereo unspecified),-6,-3,.,7,-2,5,-1,4,-4
CSc1nnc(SCc2nc3sc(C(=O)O)c(C)c3c(=O)[nH]2)s1,0,-7,40,10,-33,2,-34,-3,12
Cc1ccc2c(c1)Sc1ccccc1CC2=O,-4,-9,-11,9,-9,1,-2,-4,3
C=CCS/C(N)=N\N=C\c1cc(Br)cc([N+](=O)[O-])c1O,-4,-21,14,3,-10,3,8,-1,6
Cc1cccc(N2C(=O)N(c3ccccc3C)C3CS(=O)(=O)CC32)c1 (stereo unspecified),-4,-18[20 µM],7,19,-6,2,-1,-1,0
CCc1n[nH]c(=S)n1/N=C/c1c(C)nn(-c2ccccc2)c1Cl,-6,-28,-11,2,-12,1,2,0,2
CCCNC(=O)N1CCN(c2ncccn2)CC1,-4,-23[20 µM],-13,13,-4,-2,-4,-5,7
O=S(=O)(NC1CCCC1)c1ccc(Br)s1,-6,13[20 µM],-7,7,-12,-1,-4,-6,-2
O=S(=O)(c1ccccc1Oc1ccc(Cl)cc1Cl)N1CCCCC1,-2,-7,4,9,0,-4,9,-1,-15
N#Cc1ccc(Oc2cccnc2)cc1C#N,-5,-25,13,15,1,0,-2,-4,9
COc1ccc(-c2cc(C(F)(F)F)n3nc(C(=O)NCc4ccco4)c(Cl)c3n2)cc1,0,-6[20 µM],14,13,0,6,-12,1,3
COc1ccc(C2CC(c3ccccc3)=NN2C(=O)CSc2ncn[nH]2)cc1 (stereo unspecified),0,-11,-2,8,-5,3,2,-2,2
CN(c1ccccc1C(N)=O)S(=O)(=O)c1ccccc1,-5,-24[20 µM],8,11,-3,0,3,-3,3

# Assay outcomes as filed in PubChem.
